High-throughput results as filed in PubChem.
CFTR F508del cor = correctors of CFTR F508del function in bronchial epithelial cells. CFBE cells, YFP halide quenching; stimulated with forskolin plus potentiator P3; % fluorescence drop versus neutral controls. activity (quench increase), % at 7.58 µM. 350,000 compounds, 0.36% hits. AID 720511;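 active means mean added fluorescence quench of at least 8% versus neutral control, with both replicates also reaching 8%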;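 further: cells transiently co-express mutant CFTR-F508del with the halide-sensitive YFP; corrector assay measuring rescue of mutant channel to the surface after 24 h compound exposure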
Xi reactivation = reactivates the inactive X chromosome in mouse fibroblasts | XiGFP mouse fibroblasts, % GFP-positive cells imaging, 3 d; cells co-treated with 5-aza-dC sensitizer; scaled so ellipticine positive control = 100% | 360,000 compounds, 0.055% hits | AID 743238 | activation, % at 7.58 µM;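 active means mean normalized replicate activation at least 10% and every replicate at or above 10%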;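 further: 0% = median of on-plate neutral control wells and 100% = ellipticine 6 µM median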
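System: SV40-immortalized XiGFP fibroblast cells, line 68-5-11 / Incubation: 3-day compound exposure, then 15 min fixation at room temperature / Compound: single concentration per compound, delivered by pin transfer / Buffer or medium: DMEM plus 5-aza-dC sensitizer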
DENV2 CPE rescue = inhibitors of DENV2 cytopathic effect; DENV2-infected cells, cytopathic effect rescue, plate reader; CPE inhibition, % at 9.99 µM; 350,000 compounds, 1.7% hits; in the data active means CPE inhibition above about 20%, passing the limit was not always enough; tested in BHK-21 cells;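 further: 0% = median of neutral control wells and 100% = median of positive control wells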
RAD54 branch = inhibitors of human RAD54 branch migration | Q92698 | inhibition, % at 10.4 µM | 360,000 compounds, 0.14% hits | RAD54 Holliday junction branch migration, FAM/BHQ fluorescence | AID 602329;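 active means mean normalized replicate activity at least 40 and at least half of replicates scoring 40 or more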;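 further: 0% = median of neutral control wells and 100% = median of positive control wells; inhibitors cause a drop in the FAM fluorescence signal; in these data hits start at about 50%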
CASP6 VEID inh = blocks human caspase-6 cleavage activity; P55212; inhibition, % at 12.5 µM; 350,000 compounds, 0.53% hits; purified caspase-6, Z-VEID-R110 cleavage fluorescence; AID 686996;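 active means mean inhibition across replicates at least about 35%, with every replicate also reaching that limit, limit read from the data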;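 further: 0% = median of neutral control wells and 100% = no fluorescence left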
Target sequence (P55212 24-179 limits assumed): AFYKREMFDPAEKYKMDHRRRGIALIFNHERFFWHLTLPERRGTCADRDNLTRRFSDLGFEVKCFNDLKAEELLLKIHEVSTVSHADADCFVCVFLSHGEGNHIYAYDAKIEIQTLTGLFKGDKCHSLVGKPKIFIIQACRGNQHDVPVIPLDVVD
Target sequence (P55212 194-293 limits assumed): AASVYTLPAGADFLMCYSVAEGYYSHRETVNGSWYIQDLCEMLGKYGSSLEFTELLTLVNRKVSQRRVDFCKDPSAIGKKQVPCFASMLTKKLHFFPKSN
GSIS activator = primary screen for activators of insulin secretion dependent on glucose, INS-1E cells, GLuc reporter luminescence | 370,000 compounds, 0.61% hits | INS-1E GLuc reporter insulin secretion, 2-3 h | AID 743287 | activation, % at 16.6 µM;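 active means lowest replicate activation of at least 40%, so every replicate reaches that level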;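 further: 0% = median of neutral control wells and 100% = median of IBMX positive control wells; some compounds called inactive have numbers as strong as hits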
RAD52 inh = inhibitors of human RAD52 DNA annealing; recombinant RAD52 DNA annealing, FRET fluorescence; inhibition, % at 18.7 µM; 360,000 compounds, 0.46% hits; AID 651710;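 active means every replicate showing at least 50% inhibition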
Target sequence (P43351 whole entry, looked up): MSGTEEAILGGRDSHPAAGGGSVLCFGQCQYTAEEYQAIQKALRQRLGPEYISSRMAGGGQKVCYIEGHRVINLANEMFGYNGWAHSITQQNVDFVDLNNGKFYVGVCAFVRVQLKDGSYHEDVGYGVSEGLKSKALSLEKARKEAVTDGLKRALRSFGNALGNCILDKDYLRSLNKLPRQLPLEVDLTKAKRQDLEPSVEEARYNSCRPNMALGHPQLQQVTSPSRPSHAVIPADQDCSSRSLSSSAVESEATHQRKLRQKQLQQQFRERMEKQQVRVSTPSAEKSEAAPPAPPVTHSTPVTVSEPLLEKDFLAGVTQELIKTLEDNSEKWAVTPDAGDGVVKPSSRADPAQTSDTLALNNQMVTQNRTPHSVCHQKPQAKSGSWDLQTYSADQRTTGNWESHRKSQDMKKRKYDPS
E-selectin induc = E-selectin induction on HUVECs | HUVEC E-selectin immunofluorescence imaging; normalized: neutral wells 0, TNF-alpha wells 100 | activation, % at 7.58 µM | 260,000 compounds, 0.37% hits;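 active means mean E-selectin-positive cell signal at least 10% of the positive control, reached in at least 60% of replicates, without over 20% cell loss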;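 further: in these data hits start at about 27%; measured in HUVEC primary endothelial cells; signal is the percent of cells scored E-selectin positive by PE staining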
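assay system = HUVEC, human umbilical vein endothelial cells | input = 3,000 HUVEC seeded per well | medium = EGM-2 growth medium on 0.1% gelatin-coated wells | dosing = one compound dose added by pin transfer | signal = immunofluorescence imaging | read-out basis = % PE-positive cells | control set = TNF-alpha, DMSO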
The depositor's hits bear a star.

CCn1c2ccc(C)cc2c2nnc(SCCN3CCOCC3)nc21 was read as CFTR F508del cor 4.8, Xi reactivation 0.0, DENV2 CPE rescue 1.5, CASP6 VEID inh 2.3, GSIS activator -5.5, RAD52 inh -16.1 and E-selectin induc 0.0.
For Cc1ccc(-n2ncc3c2CC(C)(C)CC3NC(=O)CCCN2CCCC2=O)cc1 (stereo not given) the results were CFTR F508del cor -1.6, Xi reactivation 0.1, DENV2 CPE rescue -7.4, RAD54 branch 20.8, CASP6 VEID inh -1.6, GSIS activator 9.9 and RAD52 inh -6.7.
O=C(C[C@@H]1C[C@H]2c3cc(NC(=O)Nc4ccccc4)ccc3O[C@H]2[C@@H](CO)O1)NCCN1CCCCC1 was read as CFTR F508del cor -1.3, Xi reactivation 0.0, DENV2 CPE rescue -3.4, RAD54 branch -4.0, CASP6 VEID inh 2.8, GSIS activator 12.9, RAD52 inh 20.6 and E-selectin induc 0.2.
`COC(=O)CC1COc2ccccc2N1C(=O)c1cccc(C(F)(F)F)c1` (stereo not given) gave CFTR F508del cor -2.5, Xi reactivation 0.0, RAD54 branch -4.5, CASP6 VEID inh -6.8, GSIS activator 18.0, RAD52 inh -16.5 and E-selectin induc 13.4.
`CCn1c(SCC(=O)N2CCCCCC2)nc2c([nH]c3ccccc32)c1=O` gave CFTR F508del cor 1.5, Xi reactivation -0.1, DENV2 CPE rescue 63.3*, RAD54 branch -12.2, CASP6 VEID inh -0.6, GSIS activator 7.5, RAD52 inh -13.6 and E-selectin induc 0.3.
Screening CC1CCCCC1NC(=O)C1CCC(CNS(=O)(=O)c2ccc(F)cc2)CC1 (stereo not given) returned CFTR F508del cor -3.6, Xi reactivation 0.0, DENV2 CPE rescue 7.9, RAD54 branch 4.9, CASP6 VEID inh 0.8, GSIS activator 3.9, RAD52 inh -6.3 and E-selectin induc 1.1.
For CC(C)n1c(=O)[nH]c2ccccc21 the results were CFTR F508del cor -1.3, DENV2 CPE rescue -2.2, RAD54 branch -4.4, GSIS activator 18.0 and RAD52 inh 2.1.
Screening COc1cccc(C(=O)NCC(=O)NCc2cc(=O)n(C)c(=O)n2C)c1OC returned CFTR F508del cor -3.5, Xi reactivation 0.0, DENV2 CPE rescue -5.5, RAD54 branch -6.8, CASP6 VEID inh -0.4, GSIS activator -1.8 and RAD52 inh -1.8.
CCn1c(SCC(=O)N2CCOCC2)nc2c([nH]c3ccccc32)c1=O was read as CFTR F508del cor 0.7, Xi reactivation -0.1, DENV2 CPE rescue 9.4, RAD54 branch 5.4, CASP6 VEID inh -1.4, GSIS activator 11.5, RAD52 inh -9.8 and E-selectin induc -0.2.
COc1ccc([C@H]2CC(=O)C=C(c3ccc(F)cc3OCc3ccccc3)C2)cc1 was read as CFTR F508del cor -0.6, Xi reactivation 0.1, DENV2 CPE rescue -5.4, RAD54 branch 13.3, CASP6 VEID inh 1.6, GSIS activator 5.9, RAD52 inh -3.1 and E-selectin induc -0.1.
Cc1ccc(-c2noc(CNC(=O)c3ccoc3C)n2)cc1 was read as CFTR F508del cor 0.2, Xi reactivation 0.1, DENV2 CPE rescue -1.3, RAD54 branch 9.8, CASP6 VEID inh -2.2, GSIS activator 7.4 and RAD52 inh -31.6.
For COc1ccc([N+](=O)[O-])cc1N(CC(=O)NCCSc1ccc(C)cc1)S(C)(=O)=O the results were CFTR F508del cor -0.4, Xi reactivation 0.0, DENV2 CPE rescue 3.9, CASP6 VEID inh 3.0, GSIS activator -7.7 and RAD52 inh -5.5.
`O=C(CSc1nnc(CNC(=O)c2c(F)cccc2F)o1)c1ccc(Cl)cc1` gave CFTR F508del cor -1.1, Xi reactivation 0.0, DENV2 CPE rescue -8.2, RAD54 branch -11.1, CASP6 VEID inh -1.5, GSIS activator 2.3, RAD52 inh -14.3 and E-selectin induc 1.5.
For COc1ccccc1CCN=C(N)NS(=O)(=O)c1cccs1 the results were CFTR F508del cor 1.2, Xi reactivation 0.0, DENV2 CPE rescue 9.4, CASP6 VEID inh 1.1, GSIS activator -0.5 and RAD52 inh -6.5.
`CCN1C[C@@H]2[C@@H]3C(=O)N(Cc4ccccc4)C(=O)[C@@H]3[C@](Cc3ccccc3)(C1=O)N2C(=O)c1ccc(Cl)cc1` gave CFTR F508del cor 3.2, Xi reactivation 0.0, DENV2 CPE rescue 7.2, RAD54 branch -12.7, CASP6 VEID inh -0.1, GSIS activator -11.6, RAD52 inh -36.3 and E-selectin induc 0.2.
Screening CC1CCN(C(=O)c2ccc(S(=O)(=O)N3CCCCCC3)cc2)CC1 returned CFTR F508del cor -2.6, Xi reactivation -0.1, DENV2 CPE rescue 12.3, CASP6 VEID inh 2.3, GSIS activator -4.8, RAD52 inh -5.6 and E-selectin induc -0.1.
`COc1cccc(NC(=O)CN2C(=O)CSc3ccc(S(=O)(=O)N4CCC(C)CC4)cc32)c1` gave CFTR F508del cor 1.4, Xi reactivation 0.1, DENV2 CPE rescue 1.7, RAD54 branch 0.6, CASP6 VEID inh 2.1, GSIS activator -19.5 and RAD52 inh 0.7.
C#CCOCCOCCOCCNc1nc(N2CCN(C(=O)Cn3cc(CCCN=C(N)N)nn3)CC2)nc(N2CCN(C(=O)Cn3cc(CC(C)O)nn3)CC2)n1 (stereo not given) was read as CFTR F508del cor -0.2, Xi reactivation 0.0, RAD54 branch -10.8, GSIS activator -2.3 and E-selectin induc 0.0.
`C[C@H](CO)N1C[C@H](C)[C@H](CN(C)S(=O)(=O)c2ccccc2)OCCCC[C@H](C)Oc2ccc(NC(=O)Nc3ccc4c(c3)OCO4)cc2C1=O` gave CFTR F508del cor -2.9, Xi reactivation 0.2, DENV2 CPE rescue -9.6, RAD54 branch -1.0, CASP6 VEID inh 1.6, GSIS activator -3.7, RAD52 inh -10.7 and E-selectin induc 0.1.
`O=C(N/N=C/c1cnc(N2CCCCC2)s1)c1ccc(C(F)(F)F)cc1` gave CFTR F508del cor -0.9, Xi reactivation 0.3, DENV2 CPE rescue 7.9, CASP6 VEID inh -2.9, GSIS activator 16.0 and RAD52 inh -5.0.
`O=C(COc1ccc(F)cc1)NNC(=O)c1cc2ccccc2oc1=O` gave CFTR F508del cor -1.1, Xi reactivation -0.1, DENV2 CPE rescue -21.5, RAD54 branch 4.2, CASP6 VEID inh 1.1, GSIS activator -0.5, RAD52 inh -24.6 and E-selectin induc -0.6.
`CC(C)CC#Cc1ccc2c(c1)O[C@@H](CN(C)Cc1ccccn1)[C@@H](C)CN([C@H](C)CO)S2(=O)=O` gave Xi reactivation 0.0, DENV2 CPE rescue -3.0, RAD54 branch 4.4, CASP6 VEID inh -1.4, GSIS activator -27.1, RAD52 inh -0.1 and E-selectin induc 0.5.
Screening COc1ccc(CC(=O)Nc2nc(C)cs2)cc1S(=O)(=O)N1CCOCC1 returned CFTR F508del cor 1.5, Xi reactivation 0.0, DENV2 CPE rescue -4.4, RAD54 branch 0.6, CASP6 VEID inh 6.2, GSIS activator -3.3, RAD52 inh 0.0 and E-selectin induc 0.2.
`CC(C)Oc1ccc(C(=O)NC(Cc2c[nH]c3ccccc23)C(=O)NN)cc1` (stereo not given) gave CFTR F508del cor 0.9, Xi reactivation 0.0, DENV2 CPE rescue -4.7, RAD54 branch -6.8, CASP6 VEID inh 3.3, GSIS activator 0.1, RAD52 inh -5.7 and E-selectin induc 0.0.
Screening COc1ccccc1CN1CC(C(=O)N(C)CCOc2ccccc2)CCC1=O (stereo not given) returned CFTR F508del cor -1.7, Xi reactivation 0.0, DENV2 CPE rescue -0.9, RAD54 branch 3.3, CASP6 VEID inh -3.3, GSIS activator -8.2, RAD52 inh -9.1 and E-selectin induc 0.3.
For O=C(NCc1ccco1)C1CCCN(S(=O)(=O)c2cccc3cccnc23)C1 (stereo not given) the results were CFTR F508del cor -1.7, Xi reactivation 0.3, DENV2 CPE rescue -1.8, RAD54 branch -3.3, CASP6 VEID inh 4.1, GSIS activator 7.3, RAD52 inh -8.3 and E-selectin induc -0.2.
For Cc1cccc(NC(=O)c2cc(Cl)ccc2[N+](=O)[O-])c1 the results were Xi reactivation 0.0, RAD54 branch -2.6, GSIS activator -0.4 and E-selectin induc 0.3.
Screening CCc1ccc2c(CC(=O)Nc3cccc(S(=O)(=O)N4CCOCC4)c3)coc2c1 returned CFTR F508del cor -2.5, Xi reactivation 0.0, DENV2 CPE rescue 7.4, RAD54 branch 11.1, CASP6 VEID inh 0.8, GSIS activator -11.1, RAD52 inh -31.6 and E-selectin induc -0.8.
For NN/C(=C\[N+](=O)[O-])Nc1ccccc1 the results were CFTR F508del cor -4.7, Xi reactivation 0.0, DENV2 CPE rescue 2.4, CASP6 VEID inh 6.2, GSIS activator 0.4, RAD52 inh -12.7 and E-selectin induc 0.6.
O=C(O)c1ccc(Nc2nc(-c3ccccc3)nc3ccccc23)cc1 was read as CFTR F508del cor -0.6, Xi reactivation -0.1, DENV2 CPE rescue 2.2, RAD54 branch -17.4, CASP6 VEID inh 5.3, GSIS activator -2.6, RAD52 inh 4.7 and E-selectin induc 0.2.
For O=C(C[C@H]1CC[C@H](NC(=O)c2ccccc2)[C@@H](CO)O1)NCc1ccncn1 the results were CFTR F508del cor -0.1, Xi reactivation 0.0, DENV2 CPE rescue -0.7, RAD54 branch -12.3, CASP6 VEID inh 2.0, GSIS activator 4.4, RAD52 inh -2.8 and E-selectin induc -0.1.
For Cc1c(COC(=O)NC(C)C)c(COC(=O)NC(C)C)c2n1CS(=O)(=O)C2 the results were CFTR F508del cor 1.7, Xi reactivation 0.5, DENV2 CPE rescue 8.6, CASP6 VEID inh -1.9, GSIS activator 0.3, RAD52 inh -16.8 and E-selectin induc -0.2.
CC1(C)CC2(CCO1)OC(=O)CC2C(=O)Nc1c(Cl)cccc1Cl (stereo not given) was read as CFTR F508del cor -0.1, Xi reactivation 0.0, DENV2 CPE rescue 5.2, CASP6 VEID inh 1.2, GSIS activator 1.5, RAD52 inh 1.9 and E-selectin induc 3.2.
`C[C@H](CO)N1C[C@H](C)[C@H](CN(C)Cc2ccc(-c3ccccc3)cc2)OCc2ccccc2-c2c(n(C)c3ccccc23)C1=O` gave CFTR F508del cor -2.8, Xi reactivation -0.1, DENV2 CPE rescue 2.0, CASP6 VEID inh 0.2, GSIS activator -14.9, RAD52 inh 0.4 and E-selectin induc -0.2.
O=C(Nc1cccc(-c2nc3cccnc3s2)c1)C1c2ccccc2Oc2ccccc21 was read as CFTR F508del cor 3.6, Xi reactivation 0.4, DENV2 CPE rescue 1.4, RAD54 branch -9.3, CASP6 VEID inh -1.1, RAD52 inh -30.4 and E-selectin induc 0.9.
`C[C@@H]1CCCCO[C@H](CN(C)C(=O)Nc2ccccc2)[C@H](C)CN([C@@H](C)CO)C(=O)c2cc(NC(=O)Nc3ccc4c(c3)OCO4)ccc2O1` gave CFTR F508del cor -0.8, Xi reactivation 0.0, DENV2 CPE rescue 1.6, RAD54 branch -1.3, CASP6 VEID inh 2.4, GSIS activator -46.1, RAD52 inh 21.2 and E-selectin induc 0.0.
`Cc1cccc(NC2=C(C#N)C(=O)NC3(CCCC3)S2)c1` gave CFTR F508del cor -0.7, Xi reactivation 0.0, DENV2 CPE rescue -0.7, RAD54 branch 6.2, CASP6 VEID inh 0.8, GSIS activator -50.8, RAD52 inh -11.1 and E-selectin induc 0.2.
